Source: PubChem BioAssay (several laboratories)
Cardio protect: protects H9c2 cardiomyocytes from peroxide injury. 360,000 compounds, 0.63% hits. H2O2 injury protection, ATPLite, 2 h. AID 588492. protection from H2O2 cell death, % at 20 µM;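 active = compounds giving at least 50% protection of heart cells from peroxide-induced death in the single-dose screen, raw or plate-pattern-corrected value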;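 also: 0% = DMSO wells with peroxide and 100% = DMSO wells without peroxide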
MC4R ag barr: agonists of human melanocortin 4 receptor (MC4R) beta-arrestin; P32245; U2OS MC4R beta-arrestin complementation, luminescence; percent of melanotan II response, DMSO zero; activation, % at 8.9 µM; 360,000 compounds, 0.98% hits; AID 540308;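 active = activation above a per-plate cutoff, the mean activation of sample wells on that plate plus 3 SD, cut at about 8% in these data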
MC4R antag cAMP: human MC4R antagonism in cAMP assay. P32245. MC4R-expressing cells, MTII-stimulated cAMP, LANCE TR-FRET. inhibition, % at 6.5 µM. 360,000 compounds, 0.48% hits;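 active = inhibition above its plate's cutoff, the mean of tested wells on that plate plus 3 SD, cut at about 29% in these data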;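 also: 0% = Melanotan II alone and 100% = Melanotan II plus saturating MCL0020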
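System – human MC4R-expressing U2OS cells · Also added – Melanotan II · Dosing – one concentration, 6.5 µM nominal · Timing – 30-min compound, 1-h challenge, 1-h detection, room temperature · Measured by – Eu-cAMP/anti-cAMP TR-FRET, emission 671 nm · Replicates – singlicate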
ABCB6 inh 2: blocks the human ABCB6 transporter; Q9NP58; K562-ABCB6 porphyrin accumulation, flow cytometry, 1 h; stronger effect = lower value; fluorescence ratio to DMSO, % at 10 µM; 360,000 compounds, 0.19% hits; AID 602162;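 active = fluorescence ratio to DMSO below 75%, the collection mean minus 3 SD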;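 also: signal is porphyrin accumulated inside mitochondria; 100% equals median channel fluorescence of DMSO control wells; lower ratio means ABCB6 inhibition with less porphyrin fluorescence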
ABHD5 PLIN5 PPI: inhibitors of human ABHD5-perilipin-5 interaction; AID 602281; Q00G26+Q8WTS1; Split G. princeps luciferase complementation, luminescence, 4 h; 360,000 compounds, 0.78% hits; inhibition, % at 4 µM;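 active = inhibition above the mean inhibition across every tested compound plus 3 SD, cut at about 22% in these data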;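 also: 0% = DMSO only wells and the 100% control is not disclosed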
TLR9-MyD88 inh: blocks human TLR9 binding to MyD88; Q9NR96+Q99836; CHO BLA complementation TLR9-MyD88, CCF4 FRET ratio; 340,000 compounds, 0.21% hits; inhibition, % at 4.98 µM; AID 504734;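 active = inhibition above the mean over all tested compounds plus 3 SD, cut at about 21% in these data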;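 also: 0% = DMSO only wells and 100% = clavulanate BLA inhibitor control wells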
NOD2 RIPK2 PPI: blocks binding of human NOD2 to RIPK2; O43353; CHO BLA complementation NOD2-RIPK2, CCF4 ratio; inhibition, % at 4.98 µM; 360,000 compounds, 0.38% hits; in the data active = inhibition above about 21%;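 also: 0% = vehicle only and 100% = reference blocker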
Target sequence (O43353 whole entry, looked up): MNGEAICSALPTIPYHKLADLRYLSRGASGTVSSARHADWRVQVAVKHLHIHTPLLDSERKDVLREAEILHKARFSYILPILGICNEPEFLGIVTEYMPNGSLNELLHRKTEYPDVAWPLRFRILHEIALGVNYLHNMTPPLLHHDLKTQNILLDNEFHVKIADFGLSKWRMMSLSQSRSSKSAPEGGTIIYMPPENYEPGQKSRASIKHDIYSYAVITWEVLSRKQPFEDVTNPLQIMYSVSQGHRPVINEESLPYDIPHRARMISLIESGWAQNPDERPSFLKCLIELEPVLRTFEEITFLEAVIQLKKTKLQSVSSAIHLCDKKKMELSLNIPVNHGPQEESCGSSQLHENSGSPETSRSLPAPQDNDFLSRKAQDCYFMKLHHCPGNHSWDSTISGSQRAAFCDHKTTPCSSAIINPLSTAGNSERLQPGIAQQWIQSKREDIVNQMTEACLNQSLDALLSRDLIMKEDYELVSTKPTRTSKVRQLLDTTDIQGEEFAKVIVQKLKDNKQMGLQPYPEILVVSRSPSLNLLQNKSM
NCOA2 inhibitor: human SRC2 (NCOA2) inhibition. HEK293 GAL4-SRC2 luciferase reporter, luminescence. inhibition, % at 9 µM. 370,000 compounds, 0.17% hits. Q15596;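 active = inhibition above the mean inhibition of all tested compounds plus 3 SD, set per campaign, cut at about 52% in these data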;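 also: 0% = DMSO treated cells and 100% = cells given Gossypol at 36 µM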
Glyco luc inh: N-linked glycosylation inhibition; AID 588692; reporter increase, % at 12.5 µM; 360,000 compounds, 0.23% hits; D54 ERlucT glycosylation luciferase reporter, 24 h; percent of 100 nM tunicamycin response;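 active = mean luciferase reporter signal, scaled so untreated is 0 and the glycosylation-blocking control 100, at or above a set limit in every replicate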;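 also: luciferase carries N-glycosylation sites so blocking glycosylation raises the light; 0% = median of neutral control wells and 100% = median of 100 nM tunicamycin wells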
HTR2A ag: agonists of mouse serotonin 5-HT2A receptor (HTR2A). activation, % at 7.6 µM. CHO-K1 mHTR2A beta-arrestin complementation, luminescence; percent of 30 µM serotonin response. AID 624169. P35363. 360,000 compounds, 0.66% hits;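 active = activation above a run cutoff, the mean activation of all tested compounds plus 3 SD, cut at about 14% in these data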;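 also: 0% = plate median of compound wells and 100% = 30 µM serotonin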
Target sequence (P35363 whole entry, looked up): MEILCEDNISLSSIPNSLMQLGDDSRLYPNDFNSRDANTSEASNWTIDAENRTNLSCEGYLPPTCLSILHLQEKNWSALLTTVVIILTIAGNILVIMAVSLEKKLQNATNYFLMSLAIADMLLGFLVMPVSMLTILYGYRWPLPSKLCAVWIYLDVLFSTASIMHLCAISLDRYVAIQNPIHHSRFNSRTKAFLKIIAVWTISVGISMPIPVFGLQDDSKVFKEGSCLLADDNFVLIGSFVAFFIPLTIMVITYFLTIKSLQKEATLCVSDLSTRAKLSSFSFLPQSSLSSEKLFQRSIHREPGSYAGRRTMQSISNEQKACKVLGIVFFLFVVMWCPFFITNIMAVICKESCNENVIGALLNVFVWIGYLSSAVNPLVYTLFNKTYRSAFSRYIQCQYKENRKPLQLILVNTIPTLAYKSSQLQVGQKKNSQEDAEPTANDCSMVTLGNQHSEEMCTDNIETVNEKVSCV
The depositor's hits bear a star; . = no result given. Some of the compounds tested (hit frequency here may not be typical).

SMILES	Cardio protect	MC4R ag barr	MC4R antag cAMP	ABCB6 inh 2	ABHD5 PLIN5 PPI	TLR9-MyD88 inh	NOD2 RIPK2 PPI	NCOA2 inhibitor	Glyco luc inh	HTR2A ag
Cc1ccc(S(=O)(=O)N2Cc3ccccc3CC2C(N)=O)cc1 (centres undefined)	5	-2.9	5	92	-4	-1	5	-3	1	-3
CCn1c(COc2ccc(Cl)c(C)c2)nnc1SCC(=O)N1CCCC1	-7	-2.5	4	101	-4	4	9	0	-2	1
COC(=O)C1=C(C)Nc2nc3ccccc3n2C1c1ccccc1F (centres undefined)	0	1.9	11	100	-1	.	1	17	7	8
CCN(CC)C(=O)/C(=C/c1ccc(F)cc1)NC(C)=O	4	-0.2	12	98	-3	-9	-9	14	2	-1
Cc1cc(C)cc(OCC(=O)Nc2ccc(-n3cnnn3)cc2)c1	-1	-2.1	9	97	5	2	-7	-24	2	6
CC1CCCCC1NC(=O)CCc1nc2sc3c(c2c(=O)[nH]1)CCCC3 (centres undefined)	4	2.2	17	96	6	-3	-10	8	-1	7
CCCCNC(=S)N=Nc1c(O)n(Cc2ccccc2)c2ccccc12	-1	-3.1	-8	94	-6	-2	6	-2	-3	-4
Cc1nn(-c2ccc(C(=O)O)cc2)c(=O)c2ccccc12	2	-0.2	0	100	-6	0	1	-21	1	-2
CCNc1c(NS(=O)(=O)c2ccc(OC)cc2)c(=O)oc2ccccc12	13	0.0	-8	96	-4	4	-8	-11	1	4
CC(=O)Nc1cccc(-c2ccnc3c2CC(C(=O)NCCc2ccccc2)O3)c1 (centres undefined)	3	-0.1	-20	101	0	.	-11	6	24	4
O=C(COC(=O)c1cc(=O)c2ccccc2o1)NCC1CCCCC1	0	-2.9	8	96	1	6	-9	-18	0	2
CCCNC(=O)N(C)C[C@@H]1Oc2cc(C#CC(C)(C)O)ccc2S(=O)(=O)N([C@H](C)CO)C[C@H]1C	1	0.8	24	101	4	-11	-4	7	1	-3
COc1ccc(OC)c(NC(=O)CSc2nnnn2C2CCCC2)c1	1	1.6	17	100	3	-3	-5	-26	0	0
Cc1ccc2[nH]c(=O)c(CN(CCCO)S(=O)(=O)c3c(C)ccc4nsnc34)cc2c1	3	-1.4	11	101	-6	0	5	3	1	-2
CC(C)N(Cc1ccccc1)C(=O)c1cccs1	1	0.8	15	94	-1	8	0	10	1	1
CCc1ccccc1NC(=O)COc1cccc(-n2cnnn2)c1	1	-1.4	22	88	1	1	2	13	-1	0
CC1CCCN(C(=O)C(Cc2ccccc2)n2cccc2)C1 (centres undefined)	2	-1.0	8	95	7	4	6	-2	0	0
Cc1ccccc1NC(=O)Cc1nc(COC(=O)/C=C/c2ccccc2)cs1	-4	-1.9	3	98	0	1	-6	-8	-2	-6
CC(C)CCOP(=O)(c1ccc(N(C)C)cc1)C(O)c1ccc(C(C)C)cc1 (centres undefined)	-4	3.6	5	89	-7	0	10	2	-4	-2
N#Cc1c(NC(=O)COC(=O)c2ccc(O)cc2O)sc2c1CCC2	3	-1.0	13	96	4	-4	-2	5	1	-1
CCn1c(CNC(=O)COc2ccc(C(C)C)cc2)nnc1SCC(=O)Nc1ccccc1	-12	1.1	-3	99	-3	2	-5	0	-2	-2
N#Cc1cc(-c2ccccc2)nc(Oc2ccc(Cl)cc2)n1	-11	1.9	-1	95	0	7	-11	-13	-3	1
CCC(C)NS(=O)(=O)c1ccc(OCC(=O)NCc2ccco2)cc1 (centres undefined)	-5	-0.4	4	99	4	7	-4	-12	-2	5
COC(=O)C1=C(CCc2ccccc2)NC(=O)NC1c1ccc(Cl)cc1 (centres undefined)	-4	6.7	9	104	-1	12	3	-11	-4	-3
CSc1ncnc2c1ncn2CCCN(C)CCc1ccccn1	0	0.8	3	100	1	6	-3	27	3	9

A second format for six compounds above:
Compound | Cardio protect | MC4R ag barr | MC4R antag cAMP | ABCB6 inh 2 | ABHD5 PLIN5 PPI | TLR9-MyD88 inh | NOD2 RIPK2 PPI | NCOA2 inhibitor | Glyco luc inh | HTR2A ag
N#Cc1cc(-c2ccccc2)nc(Oc2ccc(Cl)cc2)n1 | -11 | 1.9 | -1 | 95 | 0 | 7 | -11 | -13 | -3 | 1
CC1CCCN(C(=O)C(Cc2ccccc2)n2cccc2)C1 (centres undefined) | 2 | -1.0 | 8 | 95 | 7 | 4 | 6 | -2 | 0 | 0
Cc1ccc(S(=O)(=O)N2Cc3ccccc3CC2C(N)=O)cc1 (centres undefined) | 5 | -2.9 | 5 | 92 | -4 | -1 | 5 | -3 | 1 | -3
CCC(C)NS(=O)(=O)c1ccc(OCC(=O)NCc2ccco2)cc1 (centres undefined) | -5 | -0.4 | 4 | 99 | 4 | 7 | -4 | -12 | -2 | 5
CC(C)N(Cc1ccccc1)C(=O)c1cccs1 | 1 | 0.8 | 15 | 94 | -1 | 8 | 0 | 10 | 1 | 1
COc1ccc(OC)c(NC(=O)CSc2nnnn2C2CCCC2)c1 | 1 | 1.6 | 17 | 100 | 3 | -3 | -5 | -26 | 0 | 0

Arranged by the number under NCOA2 inhibitor (smallest number first): some entries from above
| smiles | MC4R ag barr | MC4R antag cAMP | ABCB6 inh 2 | ABHD5 PLIN5 PPI | TLR9-MyD88 inh | NOD2 RIPK2 PPI | NCOA2 inhibitor | Glyco luc inh | HTR2A ag |
| --- | --- | --- | --- | --- | --- | --- | --- | --- | --- |
| CCCCNC(=S)N=Nc1c(O)n(Cc2ccccc2)c2ccccc12 | -3.1 | -8 | 94 | -6 | -2 | 6 | -2 | -3 | -4 |
| CCn1c(CNC(=O)COc2ccc(C(C)C)cc2)nnc1SCC(=O)Nc1ccccc1 | 1.1 | -3 | 99 | -3 | 2 | -5 | 0 | -2 | -2 |
| N#Cc1c(NC(=O)COC(=O)c2ccc(O)cc2O)sc2c1CCC2 | -1.0 | 13 | 96 | 4 | -4 | -2 | 5 | 1 | -1 |

3 compounds picked at random from those above, as already listed:
SMILES	Cardio protect	MC4R ag barr	MC4R antag cAMP	ABCB6 inh 2	ABHD5 PLIN5 PPI	TLR9-MyD88 inh	NOD2 RIPK2 PPI	NCOA2 inhibitor	Glyco luc inh	HTR2A ag
CC1CCCCC1NC(=O)CCc1nc2sc3c(c2c(=O)[nH]1)CCCC3 (centres undefined)	4	2.2	17	96	6	-3	-10	8	-1	7
COC(=O)C1=C(CCc2ccccc2)NC(=O)NC1c1ccc(Cl)cc1 (centres undefined)	-4	6.7	9	104	-1	12	3	-11	-4	-3
CCn1c(CNC(=O)COc2ccc(C(C)C)cc2)nnc1SCC(=O)Nc1ccccc1	-12	1.1	-3	99	-3	2	-5	0	-2	-2

Additional records
SMILES	Cardio protect	MC4R ag barr	MC4R antag cAMP	ABCB6 inh 2	ABHD5 PLIN5 PPI	TLR9-MyD88 inh	NOD2 RIPK2 PPI	NCOA2 inhibitor	Glyco luc inh	HTR2A ag
Cc1cccc(-c2noc(CN(C)S(=O)(=O)c3cc(Cl)ccc3Cl)n2)c1	-8	1.1	-7	100	-8	-9	7	-12	-2	0
Cc1nn(C)c(C)c1S(=O)(=O)N1CCC(CO)(CC2CCCCO2)CC1 (centres undefined)	8	-0.2	-4	102	2	9	1	-2	-1	1
CCN1C(=O)/C(=C/c2nc3ccccc3c(=O)[nH]2)c2ccccc21	78*	2.0	4	94	-1	-10	13	-4	9	3
Nc1nc2n(n1)C(c1ccco1)CC(c1ccc(F)cc1)N2 (centres undefined)	-8	0.7	6	97	2	20	-3	12	-1	1
Cc1cccc(NC(=O)CSc2ncnc3sc(C)cc23)c1	-1	0.4	0	96	1	-11	-2	-3	1	-2
O=C(O)CCn1c2c(c3ccccc31)CCCC2	-2	-1.1	-1	100	-6	-4	1	3	-1	-5
NC(=O)c1cc(S(=O)(=O)N2CCOCC2)cs1	-2	3.0	3	101	9	8	-17	13	0	2
CCOC(=O)N1CCN(Cc2nc3cc(NC(=O)c4cccs4)ccc3n2C)CC1	8	-2.9	2	94	-6	-2	-16	8	-3	-2
CCC1CSC(Nc2ccc(C(=O)/C=C/c3ccc(OC)c(OC)c3)cc2)=N1 (centres undefined)	-7	0.7	4	85	17	4	2	36	20	-8
CCCc1cc(=O)[nH]c(SCC(=O)Nc2sc3c(c2C(N)=O)CCCC3)n1	-1	0.9	-4	112	-4	-5	6	19	4	-4
CCn1c(SCC(=O)Nc2nc(-c3ccccc3)cs2)nc2c1c(=O)n(C)c(=O)n2C	-2	-0.7	8	97	4	-4	-5	-18	3	6
Cc1ccc2sc3ccc(NC(=O)c4ccccc4Cl)cc3c(=O)c2c1	1	-0.8	13	89	-1	2	-11	-33	11	2
Cc1oc(-c2ccccc2F)nc1CS(=O)(=O)CC(=O)NC(C)CCc1ccccc1 (centres undefined)	-5	0.4	-1	95	-7	4	2	-4	1	-4
COC(=O)C1=C(C)Nc2c(c(=O)n(C)c(=O)n2C)C1c1ccc(Cl)cc1 (centres undefined)	13	-1.0	-3	103	-1	3	-44	8	9	0
CC1CC(C)CN(CCCNC(=O)c2c(O)nc3ccccn3c2=O)C1 (centres undefined)	3	-1.8	12	98	-11	-3	8	14	0	-6
CC1CCN(CC(=O)NCc2ccccc2)CC1	-8	-0.8	16	110	3	0	-3	-19	0	3
O=C(NC1CC1)c1ccc(NC(=O)C2CCCCC2)cc1	-3	-0.4	0	104	3	1	-2	13	2	1
CCN(CC)C(=O)CN(C#N)c1nc(Cl)nc(N(C)C)n1	6	-5.2	3	98	0	3	-7	7	-2	-2
c1ccc2oc(NC3=NCN(CC4CCCO4)CN3)nc2c1 (centres undefined)	-2	-1.6	-1	103	-1	9	-5	-44	0	4
COc1ccc(C2/C=C\CN(C(=O)Nc3ccc(C(F)(F)F)cc3)CC(=O)N2Cc2ccc(F)cc2)cc1 (centres undefined)	-18	0.5	6	93	-12	2	-1	.	-9	2
CCC(CO)Oc1cc(NCc2ccc(F)cc2)c2ncn(C(C)C)c2c1 (centres undefined)	-5	-0.7	10	107	10	-7	-5	-7	5	7
CC1CC(C)CN(C(=O)Cn2ncc3c([nH]c4ccccc43)c2=O)C1 (centres undefined)	11	-0.8	13	99	-2	7	3	30	0	-1
O/C(=C\c1ccc2ccccc2n1)c1ccc(O)cc1O	-26	0.0	17	112	-5	0	1	-32	-15	4
CC1CCCCC1NC(=O)CNC(=O)c1cccs1 (centres undefined)	26	-2.3	22	98	-4	-6	-7	20	-1	-3
CCN1C(=S)SC(=O)C1=C1C=C(C)N(CCO)C(C)=C1	5	-0.5	-15	100	-11	-12	9	-49	-6	5
NC(=O)CC(NC(=O)Cc1cccc2ccccc12)c1ccc(NCC2CC2)c([N+](=O)[O-])c1 (centres undefined)	0	-1.2	4	94	-1	7	-13	6	10	3
CCN(Cc1ccccc1)S(=O)(=O)c1ccc(C(=O)N(CCCN(C)C)c2nc3ccc(F)cc3s2)cc1	-16	1.3	8	100	13	-9	-4	-10	-6	-14
Cc1cccc(NC(=S)N(CCCN2CCCC2)Cc2cccn2Cc2ccc(Cl)cc2)c1	3	-1.2	15	96	16	-2	7	0	-1	-10
O=C(CCCOc1ccc(Cl)cc1Cl)Nc1ccccc1C(=O)O	4	-0.6	7	95	-1	-2	-19	-4	-5	7
